# EPAC1 agonist: activates human EPAC1 exchange factor. O95398. EPAC1 agonist qHTS, biochemical assay; response scale: 100% = response to 6.5 mM cAMP. Potency, µM (doses to about 154 µM), for the others: at the highest dose activation, hits mostly activators. 0.073% of 360,000 active. AID 720707; note: potency is the fitted concentration of half-maximal effect; nearly all actives have a fitted effect of over 60% in size
#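 Read-out is the fluorescence drop as BODIPY-GDP leaves Rap1B (480 nm excitation, 540 nm emission), recorded every 5 minutes over 30 minutes. Reactions held 100 nM EPAC1, 250 nM Rap1B–BODIPY-GDP and 50 uM GDP, with 6.5 mM cAMP setting full activation.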
# GLP-1R inv ag: acts as inverse agonist at human GLP-1 receptor; HEK293 GLP-1R CRE-luciferase, luminescence, 24 h; GLP-1R form is constitutively active; Potency, µM (titrated, usually from 38.3 µM), for inactives: at the top dose activity change, negative = inhibition, actives largely listed as inhibitors; 1.6% of 410,000 active; AID 624417; note: potency is the fitted concentration of half-maximal effect; % is set by controls: 0 for no effect and ±100 for the full control effect; nearly all actives have a fitted effect of over 55% in size
#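 GLP-1R inverse agonism mode: basal reporter luminescence in engineered HEK293 cells measured after one day of compound exposure at 37 deg C, with a 12 min room-temperature detection step.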
# IL2 activator: IL-2 activation. IL-2 activation reporter assay, cell-based qHTS; stimulated with anti-CD3/CD4/CD28 beads; in transgenic mouse T cells. activation, % (series mostly up to about 46 µM). 0.065% of 360,000 active; in the data active = activation above about 50%; inconclusive = mostly about 30% to 49%; note: 0% is about no effect
#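 Using fluorescent plate cytometry, EGFP and DsRed are detected in transgenic mouse T cells stimulated 18 h at 37 degrees C with antibody-coated beads after 60 min compound pretreatment.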
# PLK1 PBD block: blocks phosphopeptide binding to human PLK1 polo-box domain; Plk1 PBD binding of FITC phosphopeptide, fluorescence polarization; 2.8% of 360,000 active; Potency, µM, for inactives: max response, negative = inhibition, actives largely listed as inhibitors; P53350; note: potency is the fitted concentration of half-maximal effect; series mostly up to about 57 µM; % is set by controls: 0 for no effect and ±100 for the full control effect; nearly all actives have a fitted effect of over 65% in size
# PTHR1 agonist: agonists of human PTHR1 parathyroid hormone receptor. Q03431. HEK293 GP2 PTHR1 cells, GloSensor cAMP luminescence, 1 h. Potency, µM (top dose mostly 115 µM), without a hit: at the highest dose activation, actives largely listed as activators. 0.075% of 410,000 active. AID 743266; note: potency is the fitted concentration of half-maximal effect; nearly all actives have a fitted effect of over 55% in size; some results filed as inactive show a strong effect at the top dose; inactives centre near -15; many of its hits are not listed in these tables
# Target sequence (Q03431 whole entry, looked up): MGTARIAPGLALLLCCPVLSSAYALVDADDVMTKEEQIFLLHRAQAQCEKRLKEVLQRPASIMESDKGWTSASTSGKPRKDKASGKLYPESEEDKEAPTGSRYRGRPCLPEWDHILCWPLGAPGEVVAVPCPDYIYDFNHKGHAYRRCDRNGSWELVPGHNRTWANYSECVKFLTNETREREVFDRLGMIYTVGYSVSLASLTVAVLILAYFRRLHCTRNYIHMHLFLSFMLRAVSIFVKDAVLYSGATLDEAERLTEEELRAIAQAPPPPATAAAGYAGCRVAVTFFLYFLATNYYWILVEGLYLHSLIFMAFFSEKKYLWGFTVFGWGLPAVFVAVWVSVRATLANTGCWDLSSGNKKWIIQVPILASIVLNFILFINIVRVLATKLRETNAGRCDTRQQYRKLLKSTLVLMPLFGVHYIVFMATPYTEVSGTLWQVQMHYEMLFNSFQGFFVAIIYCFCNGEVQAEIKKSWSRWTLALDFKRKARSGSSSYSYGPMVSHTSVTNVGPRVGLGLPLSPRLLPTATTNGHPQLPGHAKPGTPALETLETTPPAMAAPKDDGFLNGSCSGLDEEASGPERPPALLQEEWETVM
#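 HEK-293-derived GP2 cells expressing PTHR1 and a GloSensor cAMP reporter, 3,000/well, plated overnight, given luciferin plus IBMX (each 0.5 mM as added) for 1 h at 37 °C, then compound for 1 h at 37 °C. Luminescence was read after 15 min at room temperature.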
# HEK293 tox: cytotoxicity in counter-screen for GLP-1R inverse agonists | AID 624418 | HEK293 cAMP-luciferase reporter cells, luminescence, 24 h | Potency, µM (titrated, usually from 38.3 µM), for inactives: top-dose activity change, negative = inhibition, hits mostly inhibitors | 0.13% of 410,000 active;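 note: loss of luciferase light is scored as toxicity; potency is the fitted concentration of half-maximal effect; % is set by controls: 0 for no effect and ±100 for the full control effect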
#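 Seeding density was 200 cells/uL; after overnight-length (12 h) culture, 23 nL compounds went on for 24 h at 37 °C. Readout used a luciferase detection reagent, luminescence taken after 12 min at room temperature.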
# EPAC1 antag: blocks human EPAC1 exchange factor | O95398 | EPAC1 GEF assay, Rap1b-BODIPY-GDP exchange fluorescence | Potency, µM (doses to about 115 µM), without a hit: top-dose activity change, negative = inhibition, actives largely listed as inhibitors | 0.14% of 360,000 active;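 note: potency is the fitted concentration of half-maximal effect; plate controls were vehicle for no effect and positive control for full effect; nearly all actives have a fitted effect of over 50% in size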
# PI5P4K alpha inh: PI5P4K alpha (human) kinase inhibition. PI5P4Kalpha enzyme, ADP-Glo luminescence, 60 min; stronger effect = lower value. max response, %. 1.2% of 330,000 active. P48426. AID 652105; active = max response of -50% or lower; inconclusive = between -30% and -50%; inactive = -30% or higher; note: value at the top dose of about 77 µM; % is set by controls: 0 for no effect and ±100 for the full control effect
# Target sequence (P48426 whole entry, looked up): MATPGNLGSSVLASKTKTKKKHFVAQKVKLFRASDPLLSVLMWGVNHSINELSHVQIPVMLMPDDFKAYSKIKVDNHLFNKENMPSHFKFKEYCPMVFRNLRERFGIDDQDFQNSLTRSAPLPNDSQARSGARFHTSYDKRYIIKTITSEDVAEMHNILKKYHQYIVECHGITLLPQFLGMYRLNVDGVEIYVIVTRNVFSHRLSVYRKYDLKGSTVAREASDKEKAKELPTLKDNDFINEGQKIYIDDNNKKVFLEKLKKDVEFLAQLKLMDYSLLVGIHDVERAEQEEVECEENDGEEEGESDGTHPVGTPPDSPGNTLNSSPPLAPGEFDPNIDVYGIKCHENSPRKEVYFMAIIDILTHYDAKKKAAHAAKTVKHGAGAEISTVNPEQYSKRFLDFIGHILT
#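 Single end-point luminescence (ADP-Glo) quantified ADP from PI5P4Kalpha turnover; ATP 5 microM final, 1 h at RT, 0.1% CHAPS and 0.28 mM EGTA in HEPES pH 7.4.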
# GLP-1R agonist: GLP-1 receptor (human) agonism; HEK293 GLP-1R CRE-luciferase, luminescence, 4-6 h; cells express a hypersensitive GLP-1R form; Potency, µM (series often up to 45.6 µM), without a hit: at the top dose activation, usual class: activators; 0.007% of 380,000 active; P43220; note: potency is the fitted concentration of half-maximal effect; % of control where 0% means no effect
# The depositor's hits bear a star; i = inactive; ? = inconclusive; / = not tested or not shown; [ ] = another dose, or the depositor's remark. Unless noted, calls come from the whole dose curve; as a rule, active = well fitted curve in the direction sought with a large enough effect; inconclusive = small, poorly fitted or top-dose-only effect, or another doubt; inactive = no such curve, though single readings can be large; an effect the other way counts as inactive or inconclusive.
SMILES,EPAC1 agonist,GLP-1R inv ag,IL2 activator,PLK1 PBD block,PTHR1 agonist,HEK293 tox,EPAC1 antag,PI5P4K alpha inh,GLP-1R agonist
CC(/C=C(\NC(=O)c1ccccc1)C(=O)N=Nc1c(O)[nH]c2ccc(C)cc12)=C\c1ccccc1,-8.7%,?,0.0,0.8%,i,?,-6.5%,-11.0,-22.2%
COC(C[C@@H]1O[C@@H]1C(=O)[C@H](C)OCc1ccccc1)OC,10.4%,2.0%,0.6,-2.6%,i,-10.6%,9.9%,0.0,0.0%
O=C(NC1CCCCC1)c1n[nH]c2c1CCCCC2,0.3%,2.51µM*,0.0,-3.1%,-93.2%[inhibitor],4.6%,-19.2%,-8.4,-7.8%
COC(=O)C(C)Sc1nc(N)c(NC(=O)c2ccco2)c(=O)[nH]1 (stereo not given),14.2%,-3.7%,-1.6,-7.4%,-24.2%,-2.4%,-14.5%,-10.5,-5.1%
C=CCC[C@H](Cc1ccc(F)cc1)C(=O)OC[C@@H](NC(=O)[C@H](CC=C)CC(=O)NCCO)C(C)(C)C,-16.8%,4.2%,-0.9,2.5%,i,-2.1%,3.6%,3.2,1.6%
O=C(NNC(=S)Nc1ccc(Cl)cc1)c1cccs1,-4.3%,1.9%,-0.5,-24.6%,-40.5%[inhibitor],1.3%,-17.2%,4.7,-6.2%
COc1cccc(-c2cnc(C(O)c3cc(C)cc(C)c3)[nH]2)c1 (stereo not given),-13.8%,-25.9%,-0.2,1.8%,-0.2%,-3.8%,-18.7%,-3.7,3.4%
COC(=O)C1=C(Nc2cc(Cl)cc(Cl)c2)CSC1,3.5%,-13.3%,0.8,-13.0%,11.1%,6.0%,-11.3%,6.1,-0.6%
CCCCNS(=O)(=O)c1ccc(OC)c(C)c1,-2.4%,-16.5%,0.8,0.7%,i,-2.4%,-2.8%,5.0,3.0%
CCc1ccc(-n2c(SCC(=O)N3Cc4ccccc4CC3C(=O)O)nnc2-c2ccncc2)cc1 (stereo not given),-4.2%,1.2%,1.0,-10.5%,17.4%,1.1%,5.0%,-9.1,-1.2%
COc1ccc(OC)c(/C=N/NC(=O)c2ccc(N(C)S(=O)(=O)c3ccccc3)cc2)c1,2.9%,-6.5%,-4.0,-1.9%,i,-17.1%,-6.5%,-3.5,2.7%
Cc1nc(NC(=O)c2ccccc2)sc1-c1csc(N)n1,5.9%,4.6%,-2.1,-14.3%,-3.9%,-24.2%,3.9%,-14.0,1.1%
COc1ccc(-n2c(SCC(=O)N3CCc4ccccc43)nnc2-c2c[nH]c3ccccc23)cc1,12.4%,11.2%,-3.2,3.1%,i,2.4%,-0.5%,9.6,-2.3%
CCOC(=O)N1CCC(NC(=O)CCC(=O)N2CC(C)Oc3ccc(Cl)cc32)CC1 (stereo not given),-0.1%,-31.5%,0.0,-1.0%,-22.4%[57.5 µM],-4.0%,11.4%,0.2,-0.6%
CC(O)c1cccc(NC(=O)CCC(=O)O)c1 (stereo not given),7.9%,-1.5%,-2.5,-1.9%,i,11.6%,10.3%,/,-0.5%
COC(=O)C1=C(C(=O)OC)C(c2cc(Br)ccc2O)c2sc(=O)[nH]c2S1 (stereo not given),-17.7%,22.5%,-3.8,2.99µM*,-4.4%,62.5%[activator],-27.0%,-19.1,5.2%
CCCOC(=O)c1c(NC(=O)CSc2nc(-c3ccco3)cc(C(F)(F)F)n2)sc(C(=O)OC)c1C,-5.7%,1.0%,-3.1,-2.8%,i,-0.4%,18.5%,/,-10.8%
COCCCNCC(O)COc1cccc2[nH]c(C)cc12 (stereo not given),8.0%,40.6%[activator],0.2,4.0%,i,-0.6%,-9.7%,-0.3,10.2%
COc1ccccc1-c1nnc(SCC(=O)NC2CCCCC2)n1N,-5.5%,10.3%,0.1,-3.2%,-14.0%,-0.2%,2.5%,0.1,4.4%
Cc1cc(OCC(=O)NN2C(=O)c3ccccc3C2=O)ccc1Cl,-8.1%,-6.0%,-0.8,-13.2%,i,-2.5%,-16.6%,-25.6,-2.7%
CCOc1ccccc1-n1c(SCC(N)=O)nnc1-c1ccco1,-1.8%,0.0%,-0.7,-11.1%,i,4.3%,-10.1%,/,8.5%
O=C(NCc1ccc2c(c1)OCO2)c1ccccn1,-0.1%,8.7%,-1.9,1.2%,i,5.2%,5.5%,-1.6,6.0%
CC(C)c1nc(-c2ccccn2)no1,-2.9%,0.0%,1.0,-7.5%,i,0.4%,-0.6%,/,-2.7%
CCOc1ccc(CNc2ccc(N3CCCC3)cc2)cc1,2.7%,-6.8%,0.6,?,-6.4%,-25.5%,6.5%,/,-11.1%
O=C1OCc2cc(NS(=O)(=O)c3cccs3)ccc21,-0.8%,26.2%,-3.0,-1.8%,i,4.6%,8.3%,/,0.3%

# Some of the entries so far, tab-delimited:
canonical_smiles	EPAC1 agonist	GLP-1R inv ag	IL2 activator	PLK1 PBD block	PTHR1 agonist	HEK293 tox	EPAC1 antag	PI5P4K alpha inh	GLP-1R agonist
Cc1cc(OCC(=O)NN2C(=O)c3ccccc3C2=O)ccc1Cl	-8.1%	-6.0%	-0.8	-13.2%	i	-2.5%	-16.6%	-25.6	-2.7%
CCOc1ccccc1-n1c(SCC(N)=O)nnc1-c1ccco1	-1.8%	0.0%	-0.7	-11.1%	i	4.3%	-10.1%	/	8.5%
O=C(NCc1ccc2c(c1)OCO2)c1ccccn1	-0.1%	8.7%	-1.9	1.2%	i	5.2%	5.5%	-1.6	6.0%
CC(C)c1nc(-c2ccccn2)no1	-2.9%	0.0%	1.0	-7.5%	i	0.4%	-0.6%	/	-2.7%
CCOc1ccc(CNc2ccc(N3CCCC3)cc2)cc1	2.7%	-6.8%	0.6	?	-6.4%	-25.5%	6.5%	/	-11.1%
O=C1OCc2cc(NS(=O)(=O)c3cccs3)ccc21	-0.8%	26.2%	-3.0	-1.8%	i	4.6%	8.3%	/	0.3%

# Remaining list, next part:
SMILES,EPAC1 agonist,GLP-1R inv ag,IL2 activator,PLK1 PBD block,PTHR1 agonist,HEK293 tox,EPAC1 antag,PI5P4K alpha inh,GLP-1R agonist
CCOC(=O)C(NC(=O)Nc1ccc(Cl)cn1)(Oc1ccc(F)cc1)C(F)(F)F (stereo not given),-6.8%,9.8%,0.2,9.47µM*,i,3.5%,-7.7%,-1.8,-4.6%
COC(=O)c1ccccc1C(=O)N(Cc1cccnc1)CC1CCCN(C2CCCCC2)C1 (stereo not given),-6.6%,9.7%,-3.3,-5.9%,i,5.0%,16.1%,0.7,-5.4%
CN(C)CCCn1c2c(c(SCC(=O)Nc3ccc4c(c3)OCO4)nc1=O)CCCC2,-10.6%,?,0.4,1.5%,-18.6%,18.1%,6.0%,-3.1,7.9%
COc1ccc(C(C(=O)NC(C)(C)C)N(CCC(C)C)C(=O)CCC(=O)Nc2cc(C)on2)cc1 (stereo not given),-9.6%,?,-4.4,-11.1%,-24.2%,8.7%,-17.7%,-3.3,9.0%
CCOC(=O)c1sc2ncn(C(C)C(=O)OC)c(=O)c2c1C (stereo not given),7.6%,18.5%,-2.2,-7.9%,i,19.0%,-4.1%,-0.1,8.4%
CCOC(=O)Cc1cc(=O)n2[nH]cc(-c3ccc(Cl)cc3)c2n1,-4.9%,-7.6%,0.9,-3.7%,-21.7%,-6.8%,10.6%,-1.9,-5.8%
O=C(Nc1ccc([N+](=O)[O-])cc1)N1CCc2ccccc2C1,5.6%,?,-1.0,-3.2%,-12.5%,-6.4%,-15.9%,-1.7,1.5%
C=CCOC(=O)C1=C(C)Nc2ncnn2C1c1cccs1 (stereo not given),4.6%,0.0%,3.6,-1.2%,-23.7%[57.5 µM],0.1%,-0.5%,/,20.2%
COc1cc(C)nc(N2CCC(C(=O)NC3CCCCC3)CC2)n1,-0.5%,2.9%,-0.2,-2.9%,?,2.7%,0.7%,/,-0.2%
COC(=O)c1cc(C(C)=O)c(C)[nH]c1=O,-6.0%,55.5%[activator],-1.9,-0.7%,i,1.3%,-1.3%,-3.8,11.9%
COCCNC(=O)C1(C)Cc2c(-c3ccc(N(C)C)cc3)ccnc2O1 (stereo not given),5.8%,-13.5%,0.1,-0.4%,i,-14.1%,4.0%,-4.6,-5.5%
O=C(C(=O)N1CCN(c2ccccc2)CC1)c1ccco1,3.8%,10.6%,0.3,1.6%,i,-2.7%,8.6%,1.5,/
Cc1ccc2cc(CCNC(=O)CCCc3ccccc3)c(=O)[nH]c2c1,-1.3%,-3.7%,0.2,-5.0%,-56.4%[inhibitor],6.7%,-15.0%,-8.6,2.2%
Cc1cnc(C(=O)OC(C(=O)c2ccccc2)c2ccccc2)cn1 (stereo not given),-2.7%,-13.0%,-0.6,4.0%,i,-5.4%,0.3%,-2.1,-3.6%
COc1ccc(NC(=O)CCCNC(=O)c2ccc(Cl)cc2)c(OC)c1,7.1%,2.8%,-1.4,-9.9%,i,1.1%,-23.5%,-0.7,13.7%
CCCn1nnc(NC(=S)NC(=O)/C=C/c2ccco2)n1,7.9%,24.9%,1.6,-13.9%,-7.7%,-5.4%,-15.3%,-63.4*,3.0%
O=C(CSc1nncs1)NCc1ccc(F)cc1,-4.4%,5.9%,-3.4,-7.5%,i,-1.1%,-14.5%,-3.5,3.4%
CC1CCCC(NC(=O)C2COc3ccccc3O2)C1C (stereo not given),6.7%,?,-0.4,-7.9%,-26.0%,-5.8%,3.7%,2.4,15.1%
CC1CCC(C(C)C)C(OC(=O)CSc2nnc(N)s2)C1 (stereo not given),-14.7%,-28.0%,-2.4,-5.7%,-20.7%,-6.6%,-16.3%,-2.9,3.2%
CN(c1ccc(C(=O)Nc2nccs2)cc1)S(=O)(=O)c1ccccc1,19.0%,8.0%,-1.2,-6.7%,-11.4%[57.5 µM],-0.9%,-20.2%,/,-5.9%
COC(=O)N/N=C/c1ccc(-c2cc(Cl)ccc2Cl)o1,-5.1%,7.2%,-2.6,-11.7%,-15.1%,1.0%,-8.7%,15.6,0.7%

# Screens: PubChem, National Center for Advancing Translational Sciences (NCATS)

# These rows are one share of the data (hit frequency here may not be typical).
